CHRM5 PAM: CHRM5 positive allosteric modulation. CHO-K1 hM5, Fluo-8 calcium, ACh EC20 PAM; 0% = ACh EC20, 100% = ACh EC100. activation, % at 3 µM. 360,000 tested, 0.3% active;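 active means activation above the run cutoff, the mean activation of all test compounds plus 3 SD, cut at about 18% in these data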
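Test system: CHO-K1 hM5 cells / Doses: single-point, 3 µM nominal / Times: Post-acetylcholine fluorescence recording 140 s / Technique: Fluo-8 calcium fluorescence / Measure: Max/basal fluorescence ratio as % of EC20–EC100 ACh window / Benchmarks: low control EC20 acetylcholine (0%), high control EC100 acetylcholine (100%) / Replicates: one well per compound, no replicates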
CHRM5 agonist: CHRM5 agonism in calcium assay; P08912; CHO-K1 hM5 cells, Fluo-8 calcium fluorescence; 0% DMSO wells, 100% maximal acetylcholine response; activation, % at 3 µM; 360,000 tested, 0.19% active; AID 624037;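 active means activation above the run's mean over test compounds plus 3 SD, cut at about 23% in these data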;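 further: signal is peak over basal fluorescence ratio across the kinetic read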
CHRM5 antagonist: blocks acetylcholine activation of human M5 receptor. CHO-hM5 cells, Fluo-8 calcium fluorescence, ACh EC80. P08912. 360,000 tested, 0.59% active. AID 624040. inhibition, % at 3 µM;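 active means inhibition above a per-plate cutoff, the mean of that plate's test compounds plus 3 SD, cut at about 27% in these data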;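 further: 0% = acetylcholine EC80 with DMSO and 100% = DMSO without agonist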
CHO-K1 Ca PAM: counter-screen for M1 PAMs: effect in parental CHO-K1 cells | activation, % at 3 µM | ATP EC20, Fluo-8 calcium fluorescence; 0% at ATP EC20, 100% at ATP max | 360,000 tested, 0.02% active | AID 602247;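 active means activation above the run cutoff, the mean activation of all test compounds plus 3 SD, cut at about 40% in these data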;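 further: peak over basal fluorescence ratio in a 140 s read after ATP addition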
CHRM4 PAM: potentiates acetylcholine response at human M4 receptor | activation, % at 3 µM | CHO-K1 hM4/Gqi5, Fluo-8 calcium fluorescence, ACh EC20; 0% = ACh EC20, 100% = maximal ACh | AID 624126 | 360,000 tested, 0.4% active | P08173;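 active means activation above its plate's cutoff, the mean activation of sample wells plus 3 SD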; further: some results filed as inactive read as strong as hits
Target sequence (P08173 whole entry, looked up): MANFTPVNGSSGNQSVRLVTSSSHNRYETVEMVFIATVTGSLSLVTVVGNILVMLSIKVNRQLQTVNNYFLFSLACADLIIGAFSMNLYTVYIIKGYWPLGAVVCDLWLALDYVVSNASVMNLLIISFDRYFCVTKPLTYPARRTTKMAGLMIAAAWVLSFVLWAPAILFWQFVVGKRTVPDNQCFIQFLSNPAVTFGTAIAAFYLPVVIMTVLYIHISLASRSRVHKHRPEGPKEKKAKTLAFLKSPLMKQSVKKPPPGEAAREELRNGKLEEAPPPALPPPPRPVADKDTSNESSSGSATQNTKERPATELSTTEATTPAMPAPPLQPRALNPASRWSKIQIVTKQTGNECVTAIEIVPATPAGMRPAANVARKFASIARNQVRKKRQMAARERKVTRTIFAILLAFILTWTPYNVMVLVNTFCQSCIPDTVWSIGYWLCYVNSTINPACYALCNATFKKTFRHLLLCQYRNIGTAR
TAAR1 agonist: agonists of human TAAR1; Q96RJ0; CHO RD-HGA16 TAAR1, Fluo-8 calcium fluorescence; vehicle wells 0%, saturating PEA agonist 100%; activation, % at 3 µM; 360,000 tested, 0.99% active;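 active means activation above the mean activation of all test compounds in the run plus 3 SD, cut at about 38% in these data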
Target sequence (Q96RJ0 whole entry, looked up): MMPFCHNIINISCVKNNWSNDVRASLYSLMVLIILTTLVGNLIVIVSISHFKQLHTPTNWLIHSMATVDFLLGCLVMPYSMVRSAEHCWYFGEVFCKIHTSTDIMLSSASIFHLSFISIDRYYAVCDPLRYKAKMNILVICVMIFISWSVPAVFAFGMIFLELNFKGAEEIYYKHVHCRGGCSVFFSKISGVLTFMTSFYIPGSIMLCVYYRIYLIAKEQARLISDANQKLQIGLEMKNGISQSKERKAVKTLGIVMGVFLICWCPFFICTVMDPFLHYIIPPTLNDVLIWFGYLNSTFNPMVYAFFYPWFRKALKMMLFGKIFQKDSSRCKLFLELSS
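Benchmarks: low control DMSO, high control PEA (EC100); System: CHO RD-HGA16 cells carrying human TAAR1 plus Gα16; Detection: Fluo-8 fluorescence, 5 s baseline then 140 s kinetic read; Schedule: 17-24 h plating, Fluo-8 75 min 37 °C, 30 min RT; Read-out basis: % activation from peak over basal fluorescence ratio, DMSO-to-PEA scaled.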
CRFBP-R2 agonist: CRF-BP/CRF-R2 complex agonism; activation, % at 13.2 µM; HEK293 CRF-R2/CRF-BP, calcium dye fluorescence (FLIPR); percent of saturating CRF peptide response; 350,000 tested, 0.46% active;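 active means activation of at least 50%, plus an integration ratio under a set limit after plate pattern correction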;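 further: plate controls were neutral control wells without compound for no effect and CRF at EC100 for full effect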
CRFR2-BP antag: blocks CRF-induced signaling of the CRF-BP/CRF-R2 complex. 350,000 tested, 0.59% active. HEK293 CRF-R2/CRF-BP, CRF-induced calcium fluorescence. inhibition, % at 11.8 µM. AID 588475;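 active means inhibition of the ligand-induced calcium signal above about 50% at the single tested concentration, limit read from the data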
TAAR1 antag: human TAAR1 antagonism. CHO RD-HGA16 TAAR1, Fluo-8 calcium fluorescence, antagonist. Q96RJ0. inhibition, % at 3 µM. 360,000 tested, 1.5% active;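 active means inhibition above a per-plate cutoff, the mean inhibition of test compounds on that plate plus 3 SD, cut at about 49% in these data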;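 further: 0% = DMSO plus EC80 beta-PEA response and 100% = DMSO alone without agonist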
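Test system – hTAAR1-expressing CHO RD-HGA16 cells, Gα16-coupled · Also added – β-PEA at EC80 concentration, post-compound challenge · Compound – 3 µM, single point · Incubation – dye loading 75 min at 37 °C, then 30 min room temperature · Measured by – Fluo-8 intracellular calcium dye fluorescence, real-time kinetic reads · Benchmarks – vehicle and agonist controls · Replicates – singlicate, one well per test compound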
* = called active by the depositor; . = no result given.

Screens in order: CHRM5 PAM	CHRM5 agonist	CHRM5 antagonist	CHO-K1 Ca PAM	CHRM4 PAM	TAAR1 agonist	CRFBP-R2 agonist	CRFR2-BP antag	TAAR1 antag
> O=C(CCc1ccccc1)Nc1ccc2c(c1)OCCO2
  0	-6	-6	25	5	2	-0.5	7	2
> Cc1cc(C)c2cc(CN(CCO)C(=O)NC3CCCCC3)c(=O)[nH]c2c1
  3	-2	9	-8	-2	4	-0.1	4	-15
> Cc1noc(C)c1C(=O)OCC(=O)Nc1cccc(S(=O)(=O)N(C)C)c1
  11	3	-8	14	17	4	2.4	-4	-22
> COc1ccc(-c2csc(C(O)c3ccc(F)c(OC)c3)n2)cc1 (centres undefined)
  -8	4	2	4	-2	7	.	.	29
> O=C(/C=C/c1ccc(Cl)cc1)N1CCN(CCN2C(=O)c3cccc4cccc(c34)C2=O)CC1
  -3	3	9	16	-2	0	-3.4	3	-3
> COC(=O)c1ccc(S(=O)(=O)NCCc2ccccc2OC)n1C
  -2	0	3	4	-5	0	0.3	1	5
> CCc1ccc(OC(C)C(=O)Nc2ccccc2C(=O)N2CCOCC2)cc1 (centres undefined)
  -2	0	12	5	0	2	-0.2	5	-14
> Cc1cc(NC(=O)CSc2nc(N)c(NC(=O)c3ccccc3)c(=O)[nH]2)no1
  -4	-2	2	8	-3	4	2.0	1	-1
> Cc1ccccc1N(C(=O)c1csnn1)C(C(=O)NC1CCCCC1)c1ccncc1 (centres undefined)
  7	-1	12	8	-14	1	-1.2	-8	0
> C[C@H]1CN([C@@H](C)CO)S(=O)(=O)c2ccc(C#Cc3cccnc3)cc2O[C@@H]1CN(C)C(=O)Nc1ccc2c(c1)OCO2
  5	3	-8	19	4	0	-0.5	4	0

The final two entries of the part before open the next one:
Screens in order: CHRM5 PAM	CHRM5 agonist	CHRM5 antagonist	CHO-K1 Ca PAM	CHRM4 PAM	TAAR1 agonist	CRFBP-R2 agonist	CRFR2-BP antag	TAAR1 antag
> Cc1ccccc1N(C(=O)c1csnn1)C(C(=O)NC1CCCCC1)c1ccncc1 (centres undefined)
  7	-1	12	8	-14	1	-1.2	-8	0
> C[C@H]1CN([C@@H](C)CO)S(=O)(=O)c2ccc(C#Cc3cccnc3)cc2O[C@@H]1CN(C)C(=O)Nc1ccc2c(c1)OCO2
  5	3	-8	19	4	0	-0.5	4	0
> O=C(CCc1nc2sc3c(c2c(=O)[nH]1)CCCC3)NCCc1ccc(Cl)cc1
  -3	3	-2	-13	1	8	2.2	3	-17
> CC(C)c1ccc(NC2CCCN(C(=O)c3cscn3)C2)cc1 (centres undefined)
  1	-1	6	-4	-1	2	-0.3	15	-39
> Cc1cc(C(=O)Nc2nc3c(C)cccc3s2)c(C)o1
  10	-4	-6	22	9	-2	1.2	29	-3
> Nc1nn(-c2ccccc2)c(N)c1N=Nc1ccccc1F
  -13	-2	11	-10	-15	8	-0.2	-53	-12
> Cn1cccc1C1(C(F)(F)F)NCCNC1=O (centres undefined)
  -2	3	0	16	1	7	-1.5	21	-8
> COc1ccccc1N(CC(=O)NCC1CCCO1)C(=O)CNS(=O)(=O)c1ccc(C)cc1 (centres undefined)
  1	0	-7	19	9	4	-1.9	-14	-8
> O=C(COc1ccc(Cl)cc1Cl)NC(=O)c1ccccc1
  11	-3	-8	-3	4	1	4.0	-18	-8
> COc1ccc(CCNC(=O)COc2ccc(S(=O)(=O)N3CCOCC3)cc2)cc1OC
  -2	0	0	-1	3	1	-2.3	-34	17
> N/C(=N\S(=O)(=O)c1ccc(Cl)cc1)N1CCOCC1
  6	1	-6	33	16	0	-0.5	-2	-27
> O=C(O)[C@@H]1CC(O)CN1C(=O)CCc1c[nH]c2ccccc12 (some centres undefined)
  1	0	0	5	8	3	2.3	-10	-8

5 of the entries above in order of the CHRM5 agonist value, rising.
| structure | CHRM5 PAM | CHRM5 agonist | CHRM5 antagonist | CHRM4 PAM | TAAR1 agonist | CRFBP-R2 agonist | CRFR2-BP antag | TAAR1 antag |
| --- | --- | --- | --- | --- | --- | --- | --- | --- |
| O=C(CCc1ccccc1)Nc1ccc2c(c1)OCCO2 | 0 | -6 | -6 | 5 | 2 | -0.5 | 7 | 2 |
| Nc1nn(-c2ccccc2)c(N)c1N=Nc1ccccc1F | -13 | -2 | 11 | -15 | 8 | -0.2 | -53 | -12 |
| CC(C)c1ccc(NC2CCCN(C(=O)c3cscn3)C2)cc1 (centres undefined) | 1 | -1 | 6 | -1 | 2 | -0.3 | 15 | -39 |
| O=C(CCc1nc2sc3c(c2c(=O)[nH]1)CCCC3)NCCc1ccc(Cl)cc1 | -3 | 3 | -2 | 1 | 8 | 2.2 | 3 | -17 |
| COc1ccc(-c2csc(C(O)c3ccc(F)c(OC)c3)n2)cc1 (centres undefined) | -8 | 4 | 2 | -2 | 7 | . | . | 29 |

(cont.)
Screens in order: CHRM5 PAM	CHRM5 agonist	CHRM5 antagonist	CHO-K1 Ca PAM	CHRM4 PAM	TAAR1 agonist	CRFBP-R2 agonist	CRFR2-BP antag	TAAR1 antag
> CCNC(=O)C1(C)CCCN(Cc2ccc3ccccc3c2Br)C1 (centres undefined)
  -4	-3	8	19	-12	2	.	.	-41
> COc1ccc2c(CN3CCN(c4ccccc4OC)CC3)cc(=O)oc2c1
  -3	4	-5	-3	-3	3	.	.	16
> C/C(=N\Nc1cc(-c2ccccc2)nc(-c2ccc(Br)cc2)n1)c1cccc(N)c1
  3	4	-2	21	12	4	-0.9	-8	-35
> CCn1nc(NC(=O)c2ccco2)c2cc3cc(C)ccc3nc21
  -4	3	10	1	-9	0	0.2	6	-13
> O=C(O)CSc1c2c(nc3cc(C(=O)Nc4cccc(C(F)(F)F)c4)ccc13)CCCC2
  -5	-3	15	9	2	0	0.8	8	-6
> CCOC(=O)C(Cc1c(F)cccc1Cl)c1ccnc2nc(N)nn12 (centres undefined)
  6	3	8	16	5	2	1.1	2	10
> COC(=O)COc1cccc2c(=O)n(CC(=O)NCc3ccc(F)cc3)ccc12
  -4	1	4	14	1	0	-0.7	21	-11
> CCCNC(=O)CSc1ccc(S(=O)(=O)N2CCCCC2)cn1
  -4	0	3	-7	0	0	-0.2	9	-4
> C[C@@H]1C(=O)O[C@@H]2[C@H](O)C34[C@H]5C[C@@H](C(C)(C)C)C36[C@H](OC(=O)[C@@H]6O)OC4(C(=O)O5)[C@@]12O (some centres undefined)
  -2	4	8	4	6	1	2.5	2	-11
> O=S1(=O)N=C(Nc2ccc(N3CCOCC3)c(Cl)c2)c2ccccc21
  -11	0	-10	-3	-9	5	0.7	-16	15
> O=C(/C=C/c1ccc([N+](=O)[O-])cc1)Oc1ccc(/C=N/NC(=O)c2ccncc2)cc1
  0	-4	6	1	13	8	0.7	5	-3
> CCOC(=O)CC1C(=O)NCCN1C(=O)c1ccc(Cl)cc1Cl (centres undefined)
  -4	-4	11	8	5	73*	-0.6	10	-2
> O=C(Cc1ccccc1)Nc1ccc(F)cc1
  -4	-2	1	15	0	7	-0.3	17	12
> N#CC(c1ccc(Cl)cc1)N1CCOCC1 (centres undefined)
  8	2	8	9	6	12	-0.1	12	7
> Cc1nc2cc(NC(=O)N3CCCC3)ccc2n1C
  1	3	12	6	-8	0	2.7	-3	-14
> CCOc1ccc(NC(=O)CSc2nc3c(c(=O)n2C)SC(C)C3)cc1 (centres undefined)
  1	4	-4	15	6	-1	-0.8	6	-7
> O=S(=O)(Nc1ccc(-c2ccc3nncn3n2)cc1)c1ccccc1F
  2	3	-6	15	2	1	-0.8	-7	16
> C/C(=N/NS(=O)(=O)c1ccc(Cl)cc1)c1ccncc1
  0	-1	2	2	-1	1	-0.4	4	-11
> CCCC[C@@H]1CNCCN1CCc1cccc2ccccc12
  -19	-11	7	-9	10	66*	0.1	-3	75*
> COC(=O)c1cn(NC(=O)c2cnccn2)c(=O)c2ccccc12
  -6	1	4	-1	-1	4	1.0	9	4
> O=C(/C=C/c1cccc([N+](=O)[O-])c1)NCCN1CCOCC1
  -3	1	9	-2	10	3	-1.1	4	-8
> Cc1cc([N+](=O)[O-])nn1CC(=O)NNC(=S)Nc1ccc(F)cc1
  -3	2	2	-3	4	14	2.2	-6	4
> Cc1ccc(S(=O)(=O)N2[C@@H](c3ccc(Cl)cc3)C(C(=O)O)=CC[C@H]2c2cccc(C)c2)cc1
  0	1	5	8	2	7	-0.8	3	9
> CCc1ccc(NC(=O)CSc2ccccn2)cc1
  8	-2	5	24	1	-2	-0.5	18	11
> CC(C)CCNC(=O)CN(Cc1ccco1)C(=O)CCC(=O)Nc1nccs1
  4	0	6	12	-2	-2	-0.7	-2	3
> CCOC(=O)C1CCCN(C(=O)c2cc(OC)ccc2Br)CC1 (centres undefined)
  -1	0	2	10	3	2	.	.	3
> CCN(C[C@H]1N[C@@](C)(C(=O)OC)[C@H]2C(=O)N(C)C(=O)[C@@H]12)C(C)=O
  -6	-1	-3	-5	5	2	-0.1	5	-10
> S=C(Nc1ccc(Br)cc1Cl)Nn1cnnc1
  -3	5	12	14	1	2	-0.6	-3	-12
> O=C1c2ccccc2-c2c1cccc2C(=O)N(CCO)CCO
  -3	0	3	13	0	3	1.8	22	-18
> CCC(=O)c1ccc(OCC(=O)N2CCN(c3ncccn3)CC2)cc1
  1	1	3	7	8	6	-1.2	3	-28
> N/C(=C/C(=O)c1ccccc1O)C(F)(F)F
  4	0	-3	27	8	.	-4.6	5	.
> O/N=C1\CC(O)Cc2nonc21 (centres undefined)
  -2	-5	-5	-7	5	3	-1.2	3	-12
> O=S(=O)(c1ccc(Br)cc1)N1CCN=C1SCc1cccnc1
  -9	-4	14	20	5	1	-0.4	13	0

Profiles as entered above. Order of values: CHRM5 PAM	CHRM5 agonist	CHRM5 antagonist	CHO-K1 Ca PAM	CHRM4 PAM	TAAR1 agonist	CRFBP-R2 agonist	CRFR2-BP antag	TAAR1 antag
O=C1c2ccccc2-c2c1cccc2C(=O)N(CCO)CCO as listed: -3	0	3	13	0	3	1.8	22	-18
Cc1cc([N+](=O)[O-])nn1CC(=O)NNC(=S)Nc1ccc(F)cc1 as listed: -3	2	2	-3	4	14	2.2	-6	4
CCC(=O)c1ccc(OCC(=O)N2CCN(c3ncccn3)CC2)cc1 as listed: 1	1	3	7	8	6	-1.2	3	-28

2 records picked at random from those above, as already listed:
Screens in order: CHRM5 PAM	CHRM5 agonist	CHRM5 antagonist	CHO-K1 Ca PAM	CHRM4 PAM	TAAR1 agonist	CRFBP-R2 agonist	CRFR2-BP antag	TAAR1 antag
> Cc1cc([N+](=O)[O-])nn1CC(=O)NNC(=S)Nc1ccc(F)cc1
  -3	2	2	-3	4	14	2.2	-6	4
> O=S(=O)(c1ccc(Br)cc1)N1CCN=C1SCc1cccnc1
  -9	-4	14	20	5	1	-0.4	13	0

Screens: PubChem, several laboratories
